# Screening results: PubChem BioAssay, Johns Hopkins Ion Channel Center
# KCNQ2 block: KCNQ2 potassium channel inhibitors, primary screen, cell-based, CHO-K1, FluxOR thallium flux, B-score (AID 2156). 20 min; hits give low values. B-score at 10 µM. O88943. actives 1.1% (n = 310,000);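 active = fluorescence ratio B-score at most minus 3 library SDs, with starting brightness B-score within 2 library SDs, cut at about -5.5 in these data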
# CHT inh: inhibitors of human choline transporter CHT. CHT-expressing cells, membrane potential dye, choline response; hits give low values. Q9GZV3. B-score at 10 µM. actives 0.86% (n = 310,000);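 active = B-score over 3 SD under the library average, and starting fluorescence ratio not unusually high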;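 also: choline stimulus applied at its EC90 after an EC20 pre-addition; B-score computed on integrated fluorescence ratio after choline addition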
# Target sequence (Q9GZV3 whole entry, looked up): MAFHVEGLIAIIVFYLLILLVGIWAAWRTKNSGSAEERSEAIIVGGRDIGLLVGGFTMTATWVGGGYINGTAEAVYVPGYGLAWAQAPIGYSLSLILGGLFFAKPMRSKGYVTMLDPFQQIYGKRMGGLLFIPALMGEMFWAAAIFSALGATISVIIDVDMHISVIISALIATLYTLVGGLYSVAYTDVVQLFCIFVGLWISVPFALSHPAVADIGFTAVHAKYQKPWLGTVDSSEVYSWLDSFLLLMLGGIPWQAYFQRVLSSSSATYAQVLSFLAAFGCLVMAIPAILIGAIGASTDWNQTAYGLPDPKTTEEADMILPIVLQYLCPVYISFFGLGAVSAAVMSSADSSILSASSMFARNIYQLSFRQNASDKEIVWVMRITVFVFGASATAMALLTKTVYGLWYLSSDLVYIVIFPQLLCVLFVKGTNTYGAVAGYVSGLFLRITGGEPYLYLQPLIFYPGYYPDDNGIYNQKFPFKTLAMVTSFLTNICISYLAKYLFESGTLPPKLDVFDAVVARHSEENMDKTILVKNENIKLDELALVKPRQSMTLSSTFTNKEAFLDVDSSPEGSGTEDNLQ
# Kir21 inh: Kir2.1 (mouse) channel inhibition. P35561. HEK293-Kir2.1, FluxOR thallium flux fluorescence; hits give low values. B-score at 10 µM. actives 0.85% (n = 310,000). AID 1672;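 active = fluorescence ratio B-score at or below minus 3 SD of library scores, with starting-brightness B-score within 2 SD, cut at about -4.2 in these data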;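 also: channel flux triggered by added potassium and thallium sulfate stimulus; B-score of peak minus minimum fluorescence over baseline after thallium stimulus; more negative B-score means stronger Kir2.1 block with less thallium influx; some compounds called inactive have numbers as strong as hits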
# Target sequence (P35561 whole entry, looked up): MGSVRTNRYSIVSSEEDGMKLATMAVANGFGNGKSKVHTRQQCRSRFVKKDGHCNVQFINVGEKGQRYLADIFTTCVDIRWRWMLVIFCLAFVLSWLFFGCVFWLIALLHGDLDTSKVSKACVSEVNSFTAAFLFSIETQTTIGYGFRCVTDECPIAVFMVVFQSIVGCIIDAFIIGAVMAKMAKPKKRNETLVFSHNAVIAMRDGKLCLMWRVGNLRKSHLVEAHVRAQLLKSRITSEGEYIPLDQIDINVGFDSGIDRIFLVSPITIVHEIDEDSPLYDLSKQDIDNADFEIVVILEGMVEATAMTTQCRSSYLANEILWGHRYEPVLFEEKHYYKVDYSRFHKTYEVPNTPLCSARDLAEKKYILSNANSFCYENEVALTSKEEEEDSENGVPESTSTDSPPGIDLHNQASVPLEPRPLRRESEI
# Numbers without * were called inactive; i = inactive.
# Order of results: KCNQ2 block | CHT inh | Kir21 inh
> CCN(CC)c1ccc(/C=N/NC(=O)Cc2ccc(OC)c(OC)c2)cc1
→ i | i | 1.3
> O=C(O)c1ccc(Nc2cc(Cl)c3nonc3c2[N+](=O)[O-])cc1
→ i | i | 0.87
> Cc1ccc(-c2nnc(Nc3ccc4c(c3)OCO4)c3ccccc23)cc1S(N)(=O)=O
→ i | i | -0.33
> CCCOc1ccc(/C=C/C(=O)NC2CCCCC2)cc1
→ i | i | -0.04
> Cc1c(OCC(=O)NCCCN2CCOCC2)ccc2c3c(c(=O)oc12)CCCC3
→ i | i | -0.33
> Cc1cccc(-c2cc3nc(C)c(C)c(NCCCn4ccnc4)n3n2)c1
→ i | i | -1.1
> O=C(CNS(=O)(=O)c1c(Cl)cccc1Cl)OCC(=O)N1CCN(c2ccccc2)CC1
→ i | i | -0.65
> CCC1CCCCN1C(=O)c1ccc(OC)c(OC2CCN(C(C)C)CC2)c1 (stereo unspecified)
→ i | i | 0.38
> Cc1ccccc1S(=O)(=O)Cc1ccc(C(=O)NCCCN2CCCC2)o1
→ i | i | -0.52
> O=C(O)CCCC(=O)N1CC(=O)Nc2ccccc21
→ i | i | 0.13
> COc1ccc(-n2c(CNc3ccc(C)cc3)nnc2SCC(=O)Nc2nc(-c3ccccc3)cs2)cc1
→ i | i | -0.14
> COC(=O)CC(N)c1ccc(Br)cc1 (stereo unspecified)
→ i | i | 0.35
> CCS(=O)(=O)N1CCN(c2ccccc2F)CC1
→ i | i | 0.26
> O=C(N1CCOCC1)N1CCCN(C(=O)N2CCOCC2)CC1
→ i | i | 0.24
> O=C(CNC(=O)/C(=C/c1ccccc1)NC(=O)c1ccc(Br)cc1)OCc1ccccc1
→ i | i | 0.08

# One compound at a time (already shown):
# Shown for `O=C(O)CCCC(=O)N1CC(=O)Nc2ccccc21` : KCNQ2 block = i; CHT inh = i; Kir21 inh = 0.13
# Shown for `O=C(CNS(=O)(=O)c1c(Cl)cccc1Cl)OCC(=O)N1CCN(c2ccccc2)CC1` : KCNQ2 block = i; CHT inh = i; Kir21 inh = -0.65

# Later entries:
# Order of results: KCNQ2 block | CHT inh | Kir21 inh
> Cc1ccc(S(=O)(=O)N(CC(=O)NCC2CCCO2)c2cccc([N+](=O)[O-])c2)cc1 (stereo unspecified)
→ i | i | -2.3
> CC1CC(C)CN(C(=O)C2CC(=O)N(c3ccc(F)cc3)C2)C1 (stereo unspecified)
→ i | i | -0.19
> Cc1ccc(C2(C)NC(=O)N(CC(=O)Nc3cc(S(=O)(=O)N4CCOCC4)ccc3C)C2=O)cc1 (stereo unspecified)
→ i | i | -0.44
> O=C(NCc1ccco1)c1cc2cc3ccc(Cl)cc3nc2o1
→ i | i | -0.69
> Nc1c(C(=O)O)sc2nc(-c3ccccc3)cc(-c3ccccc3)c12
→ i | i | -1
> CCN(CC)S(=O)(=O)c1cccc(C(=O)OCC(=O)c2ccc3c(c2)NC(=O)CO3)c1
→ i | i | -0.14
> Cc1cc(C(=O)Nc2nc3c(C)cccc3s2)c(C)o1
→ i | i | -2.2
> COc1ccc(/C(=N\Nc2ccccc2C(=O)O)c2ccccc2)cc1
→ i | i | -0.86
> O=C(Nc1ccc(-c2nc3ncccc3o2)cc1)c1ccc(Br)o1
→ i | i | 0.86
> CC(C)(C)OC(=O)[C@H]1[C@H](c2ccc([N+](=O)[O-])cc2)C2(C(=O)c3ccccc3C2=O)C2c3ccccc3C=NN21 (stereo partly specified)
→ -6.1* | i | -0.87
> O=C(N/N=C/c1ccncc1)c1cc2ccccc2o1
→ i | i | 0.4
> O=C(NC1CC(=O)N(c2cccc(F)c2)C1)N1CCN(C(=O)c2ccco2)CC1 (stereo unspecified)
→ i | i | 0.96
> CCn1c(O)c(C=NC2CCCC2)sc1=S
→ i | i | 0.01
> CCN1CCN(S(=O)(=O)c2cc(C(=O)O)ccc2Cl)CC1
→ i | i | -0.09
> O=C(O)CSCC(=O)Nc1ccc(Br)c(C(F)(F)F)c1
→ i | i | 0.88
> CCOP(=O)(OCC)C(Nc1ccccc1)c1cc(OC)ccc1OC (stereo unspecified)
→ i | i | -0.02
> COC(=O)C(/C=N/OCc1ccc([N+](=O)[O-])cc1)NC(=O)c1cccc(Cl)c1 (stereo unspecified)
→ i | i | 1.6
> CN1C[C@@H]2C[C@@H](c3cccn3-c3nccs3)N3CCC[C@@]23C1=O
→ i | i | 1.2
> COC(=O)c1c(NC(=O)COC(=O)CC(NC(C)=O)c2ccccc2)sc(C)c1C (stereo unspecified)
→ i | i | -1.6
> Cc1cc(C)c(NC(=O)C[N+](C)(C)CC(O)COc2cccc3ccccc23)c(C)c1 (stereo unspecified)
→ i | i | 0.46
> CCOc1ccc(NC(=O)c2cc(=O)[nH]c3ccccc23)cc1
→ i | i | -0.22
> c1ccc2c(c1)OCCOCCOCCOCCOCCOc1ccccc1OCCOCCOCCO2
→ i | i | -7.7
> O=C(NCc1ccccc1)C1c2ccccc2Oc2ccccc21
→ i | i | 1.2
> COC(=O)CC(N)c1ccc(OC)c2ccccc12 (stereo unspecified)
→ i | i | 1
> COc1ccc(NC(=O)c2ccc3nc(C)sc3c2)cc1
→ i | i | -0.12
> CC1=C(C(=O)Nc2ccccc2C)C(c2ccccc2)NC(=O)N1 (stereo unspecified)
→ i | i | -0.64
> Cc1cc(Br)cc(C)c1OCC(=O)NNC(=O)CCC(=O)NCc1ccccc1
→ i | i | 0.01
> CCNC(=O)C(=O)N/N=C/c1cc([N+](=O)[O-])ccc1O
→ i | i | 2
> C/C(=N\NS(=O)(=O)c1ccc([N+](=O)[O-])cc1)c1ccc2c(c1)OCO2
→ i | i | -1.7
> CC(C)Cc1nc2oc3c(Cl)ncnc3c2c2c1CCC2
→ i | i | 1.3
> COc1ccc(C(=O)CCC(=O)Nc2cccc(Cl)c2)cc1
→ i | i | 2
> Cc1[nH]n2c(=O)c(C#N)c(-c3ccccc3)nc2c1-c1ccccc1
→ i | i | -0.14
> COc1ccccc1CNC(=O)C1CCC(CNS(=O)(=O)c2ccc(NC(C)=O)cc2)CC1 (stereo unspecified)
→ i | i | -0.07
> CC(=O)Nc1cccc(NC(=O)CSc2ccc(C(F)(F)F)cc2[N+](=O)[O-])c1
→ i | i | 0.64
> CCOC(=O)c1cn(Cc2cccc(Cl)c2)c2cc(C)nn2c1=O
→ i | i | 1.4
> CCOc1ccc(C(=O)CCc2nc3ccccc3s2)cc1
→ i | i | -1.4
> Cc1cc(N2CCCC2=O)ccc1S(=O)(=O)Nc1c(C)nn(C)c1C
→ i | i | 0.71
> O=S(=O)(c1ccc(F)cc1)N1CCN(C(=S)NCc2ccccc2)CC1
→ i | i | -1.1
> O=C(NNC(=O)c1ccncc1)Nc1ccccc1
→ i | i | 1.4
> Cc1cccc(C)c1NC(=O)COC(=O)c1ccc([N+](=O)[O-])o1
→ i | i | 0.93
> CC(=O)NC(CC(=O)NNC(=O)C(C)Oc1ccccc1F)c1ccccc1 (stereo unspecified)
→ i | i | 1.1
> O=C(Nc1ccccc1)c1ccc(NC(=O)C2CC2)cc1
→ i | i | -0.07
> CCN1C(=NCCOC)N[C@@H](c2cccs2)C(C(=O)OC)=C1C
→ i | i | -0.01
> CN(Cc1c(F)cccc1Cl)c1ccc(S(=O)(=O)N2CCOCC2)cn1
→ i | i | -2.1
> Cc1onc(-c2ccccc2Cl)c1C(=O)Nc1nc2c(s1)CCCC2
→ i | i | -0.53
> CCSc1ncc(Cl)c(C(=O)Nc2ccccc2F)n1
→ i | i | -0.08
> CCCCc1nc2cc(C(=O)N3CCCCC3CCO)ccc2o1 (stereo unspecified)
→ i | i | -0.27
> O=S(=O)(Nc1cccc(-c2ccc3nncn3n2)c1)c1cccs1
→ i | i | -0.69
> CSc1ccc(CCNC(=O)CS(=O)(=O)Cc2nc(-c3ccccc3F)oc2C)cc1
→ i | i | -0.16
> O=C(CCSc1nnc(-c2ccc(O)cc2)o1)N1CCOCC1
→ i | i | -0.12
> O=C(Nc1nnc(SCc2ccccn2)s1)C1CC(=O)N(c2ccc(F)cc2)C1 (stereo unspecified)
→ i | i | -0.96
> Cc1sc2nc(C3CC3)nc(SCC(=O)N3CCc4ccccc4C3)c2c1C
→ i | i | -0.72
> COc1ccc(/C(N)=N/OC(=O)COc2ccccc2Cl)cc1
→ i | i | -0.02
> Cc1cccc(NC(=O)N2CCCC2C(=O)NCc2ccccc2)c1 (stereo unspecified)
→ i | i | -0.12
> COc1ccc(C2=NN(C(=S)Nc3ccccc3)C(c3ccccc3)C2)cc1 (stereo unspecified)
→ i | i | 0.21
> COc1ccc(CCNC(=O)COC(=O)C2CC2)cc1
→ i | i | -1.5
> COc1ccc(NC(=S)NC(=O)/C=C/c2ccc(F)cc2)cc1
→ i | i | -0.36
> O=S(=O)(CCc1ccccc1)N1CCOCC1
→ i | i | 0.4
> CC(C)C(NS(=O)(=O)c1ccccc1F)C(=O)N1CCc2ccccc2C1 (stereo unspecified)
→ i | i | -1.1
> CC(=O)NC(NC(=S)Nc1ccc(S(N)(=O)=O)cc1)C(Cl)(Cl)Cl (stereo unspecified)
→ i | i | 0.22

# Continued (four carried over from the part before).
# Order of results: KCNQ2 block | CHT inh | Kir21 inh
> COc1ccc(NC(=S)NC(=O)/C=C/c2ccc(F)cc2)cc1
→ i | i | -0.36
> O=S(=O)(CCc1ccccc1)N1CCOCC1
→ i | i | 0.4
> CC(C)C(NS(=O)(=O)c1ccccc1F)C(=O)N1CCc2ccccc2C1 (stereo unspecified)
→ i | i | -1.1
> CC(=O)NC(NC(=S)Nc1ccc(S(N)(=O)=O)cc1)C(Cl)(Cl)Cl (stereo unspecified)
→ i | i | 0.22
> COc1ccc(CNC(=O)COC(=O)c2cc(-c3cccs3)nc3ccccc23)cc1OC
→ i | i | 0.4
> CCCN(c1ccc(C)cc1)c1nc(=O)c2cccnc2s1
→ i | i | 3.1
> C=CCNC(=S)Nc1cc(C)ccn1
→ i | i | -0.17
> COn1c(SCC(N)=O)nc2ccccc2c1=O
→ i | i | -0.1
> Cc1nn2c(=O)cc(COC(=O)c3ccc(S(=O)(=O)N4CCCCC4)cc3)nc2s1
→ i | i | -1.1
> Cc1[nH]c2ccccc2c1C(=O)CSC(=S)N(C)C
→ i | i | 2.1
> CC(=O)c1nc(N2C(=O)CC(Cc3cccc(C)c3)C2=O)sc1C (stereo unspecified)
→ i | i | -1.9
> Cc1ccc(-n2ncc3c(NNC(=O)c4ccco4)ncnc32)c(C)c1
→ i | i | -2.6
> CC1(C)OC(=O)N(c2ccccn2)C1(C)O (stereo unspecified)
→ i | i | 0.77
> Cc1ccc(OCCCn2ccnc2)c([N+](=O)[O-])c1
→ i | i | -1.2
> Cc1cccc(NC(=O)c2sc(NC(=O)c3ccco3)c(C#N)c2C)c1C
→ i | i | -1.1
> CC(=O)Nc1cc(NC(C)=O)cc(C(=O)OC(C)C(=O)Nc2ccc(S(=O)(=O)N3CCCC3)cc2)c1 (stereo unspecified)
→ i | -5* | 0.81
> C/C(CC(=O)Nc1cccc(Cl)c1Cl)=N\NC(=O)C(=O)NC1CCCCC1
→ i | i | 0.04
> CN(C)S(=O)(=O)c1ccc(NC(=O)CN2CCOCC2)cc1
→ i | i | 0.8
> COc1ccc(C2/C=C\CN(C(=O)C3CC3)[C@H](Cc3ccccc3)C(=O)N2Cc2ccc(F)cc2)cc1 (stereo partly specified)
→ i | i | -0.7
> O=C(CCn1c(=O)[nH]c2ccccc2c1=O)N1CCN(c2cccc(C(F)(F)F)c2)CC1
→ i | i | -1.1
> COc1cc(O)oc1C=Nc1ccc(C(=O)O)cc1
→ i | i | -0.19
> Cc1ccc(NC(=O)c2sc(N)nc2-c2ccc([N+](=O)[O-])cc2)c(C)c1
→ i | i | 1.1
> CC1Oc2ccccc2N(Cc2ccccc2F)C1=O (stereo unspecified)
→ i | i | -0.2
> COC(=O)c1cc(C(=O)Nc2nnc(C3CC3)s2)cc([N+](=O)[O-])c1
→ i | i | -0.16
> Cc1nc(CC(=O)NNS(=O)(=O)c2ccc(F)c(Cl)c2)cs1
→ i | i | 1.2
> NC(=O)CC(NC(=O)Cc1cccc2ccccc12)c1ccc(NCc2ccccn2)c([N+](=O)[O-])c1 (stereo unspecified)
→ i | i | 0.38
> COc1ccc(NC(=O)Nc2ccc(OCC(=O)N3CCOCC3)cc2)cc1OC
→ i | i | -0.21
> Cc1ccc2[nH]c(=O)c(CN(CC3COCCO3)C(=O)Nc3ccccc3C)cc2c1 (stereo unspecified)
→ i | i | 0.06
> O=C(NC1(C(F)(F)F)N=C(c2ccccc2)NC1=O)c1ccccc1 (stereo unspecified)
→ i | i | 2.5
> Cn1ncc2c(N3CCC(Cc4ccccc4)CC3)ncnc21
→ i | -6.6* | 0.61
> COc1ccccc1OCCNC(=O)C(c1ccccc1)c1ccccc1
→ i | i | 1
> CCOC(=O)CC(=O)CSc1nc(N)c(C#N)c(-c2ccc(F)cc2)c1C#N
→ i | i | -0.52
> Cn1c(NC(=O)c2ccc(F)cc2)nc2ccccc21
→ i | i | 1.2
> CCCN(CCc1ccccc1)C1CCc2c(O)cccc2C1 (stereo unspecified)
→ i | i | -3.3
> CCN(Cc1ccccc1)C1CCN(Cc2ccc(SC)cc2)CC1
→ i | i | -4.6*
> NC(=O)COC(=O)c1ccc2c(c1)C(=O)N(Cc1ccco1)C2=O
→ i | i | -0.22
> COc1ccc(Oc2ccccc2/C=C/C(=O)O)cc1
→ i | i | -0.18
> O=C(c1ccc(CNc2c(N3CCCC3)c(=O)c2=O)cc1)N1CCc2ccccc2C1
→ i | i | -1.4
> CC(C)COP(=O)(OCC(C)C)C(Nc1ccccc1)c1ccc(F)cc1 (stereo unspecified)
→ i | i | 1.6
